Bioassay records from PubChem BioAssay.
OX1R antag-1: antagonists of human orexin 1 receptor; O43613; 330,000 tested, 0.43% active; inhibition, % at 5 µM; CHO/OX1R cells, Fluo-8 calcium fluorescence, orexin A; AID 434989;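 active = inhibition above its plate's threshold, mean inhibition of all tested compounds on the plate plus 3 SD, cut at about 37% in these data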;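 note: 0% = orexin A challenge wells and 100% = SB-334867-A antagonist wells; not every result past the cut was called active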
Target sequence (O43613 whole entry, looked up): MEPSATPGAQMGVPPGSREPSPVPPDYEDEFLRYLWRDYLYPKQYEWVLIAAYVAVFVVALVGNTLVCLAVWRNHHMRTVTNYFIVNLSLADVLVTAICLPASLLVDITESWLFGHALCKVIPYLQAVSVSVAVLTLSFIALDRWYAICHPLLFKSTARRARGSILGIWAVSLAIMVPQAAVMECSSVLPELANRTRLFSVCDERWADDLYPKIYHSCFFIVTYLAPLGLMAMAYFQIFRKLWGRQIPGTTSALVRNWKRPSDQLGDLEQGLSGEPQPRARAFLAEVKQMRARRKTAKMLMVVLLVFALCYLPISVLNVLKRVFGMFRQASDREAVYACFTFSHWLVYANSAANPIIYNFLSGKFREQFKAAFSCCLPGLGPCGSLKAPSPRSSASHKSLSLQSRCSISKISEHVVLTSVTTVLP
OX1R antag-2: antagonists of human orexin 1 receptor (OX1R). O43613. OX1R-expressing cells, FRET antagonist read-out. inhibition, % at 6.6 µM. 330,000 tested, 1.8% active. AID 485270; in the data active = inhibition mostly above about 38%, no sharp cut-off; inactive = mostly below about 40%;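 note: 0% = agonist challenge alone and 100% = reference antagonist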
STK33 kinase inh: inhibitors of human STK33 kinase; purified STK33, MBP phosphorylation, ADP-Glo luminescence; inhibition, % at 10 µM; 320,000 tested, 0.073% active;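 active = inhibition at or above 25%, using the most active replicate where run in duplicate; inactive = inhibition below 25%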
Target sequence (Q9BYT3 whole entry, looked up): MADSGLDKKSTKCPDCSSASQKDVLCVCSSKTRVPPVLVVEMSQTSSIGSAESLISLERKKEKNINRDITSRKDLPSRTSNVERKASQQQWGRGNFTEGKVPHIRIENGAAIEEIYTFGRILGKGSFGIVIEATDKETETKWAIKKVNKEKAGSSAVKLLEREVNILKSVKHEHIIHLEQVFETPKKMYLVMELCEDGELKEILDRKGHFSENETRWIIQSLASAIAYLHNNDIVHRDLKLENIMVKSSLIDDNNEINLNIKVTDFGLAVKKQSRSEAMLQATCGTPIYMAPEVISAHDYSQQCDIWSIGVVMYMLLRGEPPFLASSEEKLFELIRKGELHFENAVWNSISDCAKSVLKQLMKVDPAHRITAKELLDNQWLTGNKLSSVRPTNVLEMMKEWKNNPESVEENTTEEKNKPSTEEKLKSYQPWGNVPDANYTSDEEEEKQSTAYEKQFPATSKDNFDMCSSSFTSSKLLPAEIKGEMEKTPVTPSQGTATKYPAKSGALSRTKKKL
* = called active by the depositor; · = no result given.

SMILES	OX1R antag-1	OX1R antag-2	STK33 kinase inh
O=C(O)CN=C1NC2(CCCC2)Cc2ccccc21	-2	1	0.6
COc1cccc(NS(=O)(=O)c2ccc3c(c2)C2C=CCC2C(c2ccc(C(=O)O)cc2)N3)c1 (configuration not stated)	3	6	0.4
O=C(OCCN(C1=NS(=O)(=O)c2ccccc21)c1ccccc1Cl)c1ccc(Cl)cc1	-16	20	-1.2
CC(=O)Nc1ccc(S(=O)(=O)Oc2ccc(C(=S)N3CCCCC3)cc2)cc1	-2	34	-0.3
N=c1oc2cc(O)ccc2cc1C(=O)Nc1ccc(Br)cc1	-11	23	0.1
CCn1c(=O)cc(SCC(=O)Nc2cccc(SC)c2)c2ccccc21	-22	14	-4.4
CCOC(=O)C1CCN(C(=O)c2cccc(NS(=O)(=O)c3ccc(F)c(F)c3)c2)CC1	-36	14	-0.5
CCOC(=O)c1sc(NC(=O)C2CC(=O)N(c3ccccc3C)C2)nc1C (configuration not stated)	-27	15	0.6
Cc1ccc(-c2cc(C(=O)Nc3cnn(C(C)C)c3)no2)cc1	-28	23	-2.1
CSc1nsc(SC)c1C(=O)OCC(F)(F)F	-28	23	-0.4
NC(=O)c1ccc(NC(=O)CS(=O)(=O)c2cn(CC(=O)N3CCCC3)c3ccccc23)cc1	-9	4	0.8
N#CCc1ccc(NC(=O)c2ccc(S(=O)(=O)N3CCCC3)cc2)cc1	3	10	0.6
COc1cccc(C(=O)O[C@H]2[C@H](Cc3ccccc3)NS(=O)(=O)[C@H]3C[C@@H]4C=C[C@]23O4)c1	18	6	8.7
CCCC(O)(c1ccc(Cl)cc1)C(CN1CCOCC1)c1ccc(Cl)cc1 (configuration not stated)	-48	-6	-1.8
CC(C)Cn1c(C23CC4CC(CC(C4)C2)C3)n[nH]c1=S	-27	16	-0.3
CN(C)/C=C1\NC(=S)N(c2ccc(Cl)cc2)C1=O	-21	32	-1.5
COC(=O)c1cc2c(cc1Cl)SC(=NCCCN1CCOCC1)NS2(=O)=O	-26	2	-1.4
Cc1cc(C(=O)Nc2ccccc2C(=O)N2CCCCC2)ccc1[N+](=O)[O-]	-41	15	1.4
O=C(O)CC(Cc1ccccc1)(C(=O)O)c1ccccc1 (configuration not stated)	-8	2	-1.0
COc1ccc(-c2oc3ncnc(NCCCN4CCOCC4)c3c2-c2ccc(OC)cc2)cc1	-12	10	2.3
Nc1ccc(N2CCOCC2)c2nonc12	-5	29	-0.7
COCCn1c(-c2ccc(C#N)cc2)nc2c1c(=O)[nH]c(=O)n2Cc1ccccc1	-16	12	0.5
COc1ccc(C(=O)NCCc2nnc3ccc(SCC(=O)N4CCOCC4)nn23)cc1	-50	6	1.9
CCC(C)NS(=O)(=O)c1ccc(NC(=O)C2CCCO2)cc1 (configuration not stated)	7	11	-1.1
CN(C)CCCNCCCNC(=O)/C=N/O	-12	15	-0.8
CN(C)c1ccc(CNS(=O)(=O)c2ccc3c(c2)NC(=O)CS3)cc1	-3	13	4.2
CCCCCn1c(NC(=O)c2ccco2)c(S(=O)(=O)c2ccc(C)cc2)c2nc3ccccc3nc21	-29	15	-1.7
COc1ccc(S(=O)(=O)NC2CC(=O)N(c3ccc4c(c3)OCCO4)C2)cc1 (configuration not stated)	-24	-2	-0.6
CC1CCCCC12NC(=O)N(CC(=O)c1ccc3c(c1)OCO3)C2=O (configuration not stated)	-17	5	-0.7
COc1ccc(-c2csc(CCn3nc(C)cc3C)n2)cc1	-29	16	-1.3
O=Cc1cn(CC(O)CN2CCCCC2)c2ccccc12 (configuration not stated)	-7	18	-1.2
O=C(c1ncc[nH]1)c1ccccc1C(=O)N1CCOCC1	6	10	-1.1
Nc1ccc(S(=O)(=O)Nc2nccc(/C=C/c3ccccc3F)n2)cc1	-7	5	0.6
CCOC(=O)c1sc(NS(=O)(=O)c2ccc(NC(C)=O)cc2)nc1C	-3	15	0.5
O=[N+]([O-])c1cccc(NC(=S)Nc2nc(-c3ccccc3Cl)cs2)c1	31	31	-0.6
OCC(CO)(CO)NC(=S)Nc1cc(Cl)cc(Cl)c1	0	2	1.4
COc1cccc(C(=O)NNC(=O)C(=O)Nc2ccc(C)c(Cl)c2)c1	23	16	0.2
CCCCNC(=O)CNC(=S)N(Cc1cc(OC)c(OC)c(OC)c1)C1CCCC1	-21	8	-1.7
COc1ccc(C(O)c2nc3ccccc3s2)cc1 (configuration not stated)	-9	27	-0.5
O=C(Nc1ccc(F)cc1)Nc1nnc(COc2ccccc2F)s1	-16	46	-0.1
C/C(=N\Nc1ccc([N+](=O)[O-])cc1)c1ccc2c(c1)OCO2	-1	36	-0.6
c1ccc(OCCOCCN2CCN(C(c3ccccc3)c3ccccc3)CC2)cc1	-21	12	·
COc1ccc(OC)c(C(=O)NC(CC(N)=O)c2ccc(NCc3ccccn3)c([N+](=O)[O-])c2)c1 (configuration not stated)	-4	24	-0.2
O=C(CSc1nnc2n1CCCN2)c1ccc(Cl)cc1	-13	12	-0.1
C=CCNC(NC(=O)c1ccccc1)(C(=O)OCC)C(F)(F)F (configuration not stated)	14	20	0.0
CCN(C(=O)Cc1ccc(NC2=NC3CS(=O)(=O)CC3S2)cc1)c1ccccc1 (configuration not stated)	-20	15	-0.9
O=C(CCNC(=O)c1ccco1)Nc1ccc(OC(F)F)cc1	-5	10	-1.4
C=C(C)c1ccc(C(C)(C)NC(=O)NCc2ccco2)cc1	-19	16	0.6
CC(SCc1nc2sc3c(c2c(=O)[nH]1)CCCC3)C(=O)Nc1ccccn1 (configuration not stated)	1	32	0.0
CC(=O)c1sc(NC(=O)COc2ccc(Cl)cc2C)nc1C	0	-5	-1.9
COc1ccc(C(=O)N(C)C2CCCCC2)cc1S(=O)(=O)N1CCOCC1	-35	1	0.5
COc1cccc(C2=NOC(C(=O)Nc3cccc(C(C)=O)c3)C2)c1OC (configuration not stated)	-15	9	·
O=C(NCCCN1CCCCCC1)C1CC(=O)N(CCc2ccccc2)C1 (configuration not stated)	-3	21	1.8
COc1ccc(C(=O)Nc2ccc(S(=O)(=O)Nc3onc(C)c3C)cc2)cc1OC	-6	9	-3.1
Cc1ccccc1S(=O)Cc1ccc(C(=O)N2CCN(C(=O)c3ccco3)CC2)o1 (configuration not stated)	-33	4	0.7
CCn1c(CNC(=O)c2ccco2)nnc1SCC(=O)c1ccccc1	-13	9	-0.9
CC(=O)Nc1ccc(NC(=O)COc2ccc3c(c2)CCC3)cc1	-24	10	·
O=c1cc(C(Cl)(Cl)Cl)oc2c1ccc1ccccc12	-3	29	-3.6
Cc1cc2c(n1-c1ccc(C(N)=O)cc1)CC(C)(C)CC2=O	-5	17	-1.9
COC(=O)c1ccc(C23CC4(C2)[C@H](CN(Cc2ccc(-c5ccccc5)cc2)[C@@H]4c2ccccc2)C3c2ccc(Cl)nc2)cc1 (some centres not stated)	-14	33	-0.4

Just STK33 kinase inh, for some of the entries so far:
| SMILES | STK33 kinase inh |
| --- | --- |
| CSc1nsc(SC)c1C(=O)OCC(F)(F)F | -0.4 |
| NC(=O)c1ccc(NC(=O)CS(=O)(=O)c2cn(CC(=O)N3CCCC3)c3ccccc23)cc1 | 0.8 |

Structural class, the compounds so far with an aryl thioether with sulfur outside any ring
SMILES	OX1R antag-1	OX1R antag-2	STK33 kinase inh
CCn1c(=O)cc(SCC(=O)Nc2cccc(SC)c2)c2ccccc21	-22	14	-4.4
CSc1nsc(SC)c1C(=O)OCC(F)(F)F	-28	23	-0.4
COc1ccc(C(=O)NCCc2nnc3ccc(SCC(=O)N4CCOCC4)nn23)cc1	-50	6	1.9
O=C(CSc1nnc2n1CCCN2)c1ccc(Cl)cc1	-13	12	-0.1
CCn1c(CNC(=O)c2ccco2)nnc1SCC(=O)c1ccccc1	-13	9	-0.9

Next part:
SMILES	OX1R antag-1	OX1R antag-2	STK33 kinase inh
CCOC(=O)C1(Cc2cccc(Cl)c2)CCCN(C(=O)c2cn[nH]c2)C1 (configuration not stated)	-11	0	-1.2
CCOC(=O)c1cnc2ccc(OC)cc2c1NCc1ccccc1	-47	18	-0.9
CC(C)[C@H](NC(=O)c1ccc(F)cc1)C(=O)OCC(=O)NC(=O)c1cccn1C	-16	6	-0.8
Cc1cc(C(=O)CN2C(=O)NC3(CCCc4sccc43)C2=O)c(C)n1-c1ccc(Cl)cc1 (configuration not stated)	4	50*	1.2
C=CCOc1cccc(/C=N/NC(=O)CN2CCCCC2)c1	-18	5	-1.2
COC(=O)/C=C1\SC(=Nc2ccccc2)NC1=O	-4	28	2.4
O=C(CN1CCN(c2ccccn2)CC1)Nc1cccc(S(=O)(=O)N2CCCC2)c1	-26	14	-1.4
C[C@H](CO)N1C[C@H](C)[C@@H](CN(C)C(=O)NC2CCCCC2)Oc2c(NS(=O)(=O)c3ccccc3)cccc2C1=O	-6	7	-0.5
CN(c1ccc(F)cc1)S(=O)(=O)c1ccc(Cl)c(C(=O)NC2(C)CCS(=O)(=O)C2)c1 (configuration not stated)	-20	7	2.8
Cc1nn(C)c2ncc(C(=O)c3cc(F)ccc3O)cc12	-10	20	1.2
CN1CCN(c2ccc(NC(=O)CSc3nnnn3-c3ccccc3F)cc2)CC1	-13	-8	-1.0
COc1ccc(NC(=O)CSc2nnc3ccc(-c4ccncc4)nn23)cc1OC	-19	27	-2.0
Clc1ccc(CNC2CCCC2)c(Cl)c1	0	13	0.1
COCCn1nnnc1SCC(=O)N1CCCCC1	-11	-4	-1.4
Cc1ccccc1CNC(=O)c1ccc(Cl)c([N+](=O)[O-])c1	-29	40	0.7
O=C(NCCS(=O)(=O)N1CCN(c2ccccc2F)CC1)c1ccc2c(c1)OCO2	-7	7	-1.8
O=C(NCc1ccc2c(c1)OCO2)c1cc2ccccc2oc1=O	-4	4	-3.5
CCC(=O)Nc1nnc(S(=O)(=O)N2CCCC2)s1	12	10	-0.2
O=C1CN(C(=O)COC(=O)c2ccc(N3CCCCCC3)c([N+](=O)[O-])c2)c2ccccc2N1	-6	27	0.4
CCCCSc1cc(=O)n(-c2ccccc2)nc1C(=O)OCC	-14	7	0.1
CCCC(=O)NC(=S)Nc1ccc(CN2CCOCC2)cc1	-14	5	-0.1
Nc1c(N(Cc2ccco2)C(=O)COc2ccccc2Cl)c(=O)[nH]c(=O)n1Cc1ccccc1	-5	10	-0.5
CC(=O)N/C(=C\c1ccc(Br)s1)C(=O)O	-17	10	0.0
O=C(Nc1cccc(Cl)c1)OCc1cn(-c2ccc(Cl)cc2)nn1	0	12	-0.8
Cc1ccc(Cl)cc1N1CCN(C(=O)CSc2ccsc2[N+](=O)[O-])CC1	-4	17	·
C/C(=N\NC(=O)C(N)=O)c1ccc(O)cc1O	-9	20	0.9
NC(=O)c1cc([N+](=O)[O-])ccc1NCc1cccc([N+](=O)[O-])c1	-7	15	-0.3
COc1ccc(Cl)cc1NC(=O)CN(C)C(C)C(=O)NCC1CCCCC1 (configuration not stated)	-15	17	0.6
CCOc1ccccc1NC(=O)CN1CCN(C(=O)C2CCCO2)CC1 (configuration not stated)	-5	12	-1.0
Cc1ccc(-n2c(SCC(=O)NNC(=S)Nc3ccccc3)nc3ccccc3c2=O)cc1	-31	9	-0.8
COc1ccccc1CNC(=O)C(=O)NCC1OCCN1C(=O)c1cccs1 (configuration not stated)	-26	15	-0.6
CN(C)CCN1C(=O)c2oc3ccc(Cl)cc3c(=O)c2C1c1cccc(Br)c1 (configuration not stated)	-36	9	-0.1
Cc1nc(CN2CCCCC2)cc(=O)[nH]1	6	0	-0.9
COc1cc(C)ccc1OCCOc1c(C)cccc1Cl	-25	13	0.9
COc1ccccc1C(CNC(=O)c1ccc(OCc2c(C)noc2C)cc1)N1CCCC1 (configuration not stated)	-29	5	-0.1
Cc1cc(C)c(NC(=S)NCC2CCN(C(C)c3ccccc3)C2)c(C)c1 (configuration not stated)	-72	8	3.3
CC(=O)N1CCc2c(sc(NC(=O)CCS(=O)(=O)c3ccc(C)cc3)c2C(N)=O)C1	-10	7	0.3
O=C(NCCc1ccccc1)/C(=C\c1ccc([N+](=O)[O-])cc1)NC(=O)c1ccco1	-10	27	-0.2
O=C(CSc1nnc(-c2ccccn2)o1)Nc1cccc(Cl)c1	2	10	0.6
O=C1OCCN/C1=C\C(=O)c1ccc(Cl)cc1	-7	8	-2.5

In another format: 4 of the compounds above.
O=C(NCCCN1CCCCCC1)C1CC(=O)N(CCc2ccccc2)C1 (configuration not stated)
  OX1R antag-1 = -3
  OX1R antag-2 = 21
  STK33 kinase inh = 1.8

COc1ccc(C(=O)Nc2ccc(S(=O)(=O)Nc3onc(C)c3C)cc2)cc1OC
  OX1R antag-1 = -6
  OX1R antag-2 = 9
  STK33 kinase inh = -3.1

Cc1ccccc1S(=O)Cc1ccc(C(=O)N2CCN(C(=O)c3ccco3)CC2)o1 (configuration not stated)
  OX1R antag-1 = -33
  OX1R antag-2 = 4
  STK33 kinase inh = 0.7

CCn1c(CNC(=O)c2ccco2)nnc1SCC(=O)c1ccccc1
  OX1R antag-1 = -13
  OX1R antag-2 = 9
  STK33 kinase inh = -0.9

Later entries.
SMILES	OX1R antag-1	OX1R antag-2	STK33 kinase inh
CCOc1c(O)ccc(C2NC(=O)NC(C)=C2C(=O)OC)c1[N+](=O)[O-] (configuration not stated)	-6	35	0.8
CCn1ccnc1CNC(=O)c1cc(COc2ccc(F)cc2F)on1	-12	20	-2.4
Cc1ccc(C(=O)COC(=O)CNC(=O)c2cccs2)cc1C	-19	6	1.7
COC(=O)c1sc(NC(=S)NC(=O)c2cccc(C)c2)nc1C	-1	15	-0.3
O=C(COC(=O)Cc1ccc(S(=O)(=O)N2CCOCC2)s1)Nc1ccc([N+](=O)[O-])cc1	12	9	0.0
COc1cc(C)ccc1OCc1cc(C(=O)N2C[C@H]3CC[C@H]2C3)no1	-4	12	0.4
COc1ccccc1N1CCN(C(=O)CCC(=O)N2CCN(c3ccc(F)cc3)CC2)CC1	-27	-2	-0.6
